Assay outcomes from PubChem BioAssay.
AID2073: disruptors of CaV2.2 binding to Mint1 – biochemical, HTRF (AID 2073); hit rate 0.19% among 290,000; inhibition, % at 20 µM; hits with a dose series show IC50 in µM; HTRF protein-protein interaction, Mint1-CaV2.2; higher % means a stronger effect; in the data active = inhibition mostly above about 51%, no sharp cut-off; note: some results filed as inactive read as strong as hits
West Nile virus CPE: inhibition of WNV-induced cytopathic effect – cell-based, CPE readout (AID 1621). West Nile virus-infected cells, CPE inhibition; higher % means a stronger effect. one-dose CPE inhibition, % at 10 µM; IC50 in µM for titrated hits. hit rate 0.02% among 290,000; in the data active = a potency from the dose series; note: strong numbers were not always called active
MgcRacGAP inhibition: MgcRacGAP GTPase-activating activity inhibitors, confirmation, biochemical, ADP Hunter fluorescence. MgcRacGAP-stimulated Rac1 GTP hydrolysis, ADP Hunter fluorescence; higher % means a stronger effect; GST-tagged Rac1 F28L mutant substrate. inhibition, % at 30 µM; hits with a dose series show IC50 in µM. hit rate 0.6% among 340,000. AID 624330;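 active = first-screen hits whose inhibition reached a set limit at any dose in the follow-up dose series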;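 note: fluorescence reports GDP produced by GAP-driven GTP hydrolysis; strong numbers were not always called active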
Siah-1 displacement: blockers of Siah-1 interaction with plectin peptide – biochemical, fluorescence polarization, rhodamine-plectin, uHTS, primary screen (AID 1817) | displacement, % at 20 µM, or IC50 in µM where a hit was titrated | hit rate 0.02% among 290,000 | Siah-1 / rhodamine-plectin peptide fluorescence polarization; higher % means a stronger effect;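 active = displacement of at least 50% at 20 µM, with a fluorescence ratio check between 0.3 and a set limit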;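 note: plate controls were Siah plus tracer with DMSO for no effect and tracer alone without Siah for full effect; strong numbers were not always called active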
NTR1 ag: agonists of NTR1, primary screen, imaging, U2OS cells, beta-arrestin-GFP, high content (AID 493036); NTR1-U2OS beta-arrestin-GFP spot imaging, agonist mode; activation, % at 20 µM; hit rate 0.17% among 330,000;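 active = activation at or above 40% of the spot to cytoplasm intensity ratio, with at least 20 cells analyzed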;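 note: 0% = DMSO without peptide and 100% = 100 nM NTR1 peptide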
Target sequence (P30989 whole entry, looked up): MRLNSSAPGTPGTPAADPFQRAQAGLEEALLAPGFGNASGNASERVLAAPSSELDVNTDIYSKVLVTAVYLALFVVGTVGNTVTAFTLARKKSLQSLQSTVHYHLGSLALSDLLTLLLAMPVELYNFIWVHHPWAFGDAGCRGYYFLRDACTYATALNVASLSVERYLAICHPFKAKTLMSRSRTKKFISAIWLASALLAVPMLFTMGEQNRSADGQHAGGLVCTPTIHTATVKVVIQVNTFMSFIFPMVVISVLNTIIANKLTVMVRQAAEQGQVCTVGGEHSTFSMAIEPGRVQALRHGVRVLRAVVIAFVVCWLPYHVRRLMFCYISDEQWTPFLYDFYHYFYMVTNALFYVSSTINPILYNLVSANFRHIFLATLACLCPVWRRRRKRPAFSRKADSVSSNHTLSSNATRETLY
NS5 inhibitors: flavivirus cap methylation enzyme inhibition – biochemical, confirmation dose response, primary screen (AID 588689) | Dengue-2 NS5 methyltransferase capping enzyme assay, biochemical; higher % means a stronger effect | inhibition, % at 25 µM, or IC50 in µM where a hit was titrated | hit rate 0.3% among 340,000; in the data active = a potency from the dose series
SV40 large T antigen: SV40 large T antigen inhibitors, biochemical (AID 1903); SV40 large T antigen ATPase/helicase inhibition assay; higher % means a stronger effect; inhibition, % at 20 µM, or IC50 in µM where a hit was titrated; hit rate 0.39% among 310,000; in the data active = a potency from the dose series; note: strong numbers were not always called active
K1F lysis inhibition: protection from phage-mediated lysis, alamar blue read-out – E. coli UTI89, K1F phage, bacterial capsule biogenesis inhibitors (AID 488966); hit rate 0.02% among 340,000; inhibition, % at 100 µM; hits with a dose series show IC50 in µM; E. coli UTI89 K1F phage lysis, alamar blue, 2 h; higher % means a stronger effect;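 active = phage lysis inhibition, versus mean bacterial control, above a set limit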;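 note: capsule biogenesis inhibitors block K1F phage lysis so surviving cells raise fluorescence; higher fluorescence means more inhibition of phage lysis; actives were called in the ten point dose series up to 300 µM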
RSV CPE inhibition: RSV antiviral activity via CPE protection, HEp-2 cells, primary 10 µM value included (AID 2391). CPE inhibition, % at 10 µM, or IC50 in µM where a hit was titrated. HEp-2 cells, RSV-induced CPE inhibition; higher % means a stronger effect. hit rate 0.13% among 310,000; in the data active = a potency from the dose series; note: strong numbers were not always called active
NTR1 ag cell count 20 µM: also measured in NTR1 ag; calls as there; cell count; measured here: cell count, cytotoxicity flag
NS5 inhibitors pilot replicate: further read-out of NS5 inhibitors, marked with its call; inhibition, %; measured here: pilot screen replicate inhibition
* hit, by the source's call; & = joins results of further samples; [ ] = dose if it differs, or a comment.

For CCOC(=O)C1CCN(S(=O)(=O)c2cccc(-c3cn4cccc(C)c4n3)c2)CC1 the results were AID2073 24%, West Nile virus CPE 0.6%, MgcRacGAP inhibition 2%, Siah-1 displacement 1%, NTR1 ag 1.8, NS5 inhibitors -8%, SV40 large T antigen -4%, K1F lysis inhibition 1.2%, RSV CPE inhibition 5.6% and NTR1 ag cell count 20 µM 64.
CCN(CC)S(=O)(=O)c1ccc2oc(SCC(=O)NCc3ccccc3)nc2c1 was read as AID2073 6%, West Nile virus CPE -0.4%, MgcRacGAP inhibition 13%, Siah-1 displacement 2%, NTR1 ag -0.6, NS5 inhibitors -6%, SV40 large T antigen -6%, K1F lysis inhibition 0.2%, RSV CPE inhibition 3.6% and NTR1 ag cell count 20 µM 70.
Screening CC(=O)Nc1ccc2nc(NC(=O)c3ccco3)sc2c1 returned AID2073 1%, West Nile virus CPE 0.3%, MgcRacGAP inhibition -4%, Siah-1 displacement 10%, NTR1 ag -0.5, NS5 inhibitors -5%, SV40 large T antigen 11%, K1F lysis inhibition -0.1%, RSV CPE inhibition 1.6% and NTR1 ag cell count 20 µM 64.
For CCOC(=O)c1c(C)[nH]c(C(=O)OCC(=O)N(CC(C)C)C2CCS(=O)(=O)C2)c1C (stereo unspecified) the results were MgcRacGAP inhibition 3%, NTR1 ag 0.7, NS5 inhibitors 4%, K1F lysis inhibition 0.6%[50 µM], RSV CPE inhibition 1.7% and NTR1 ag cell count 20 µM 51.
Screening O=C(O)c1ccc(Nc2ccc3nonc3c2[N+](=O)[O-])cc1 returned AID2073 10%, West Nile virus CPE -0.1%, MgcRacGAP inhibition 10%, Siah-1 displacement -8%, NTR1 ag 0.7, NS5 inhibitors -2%, SV40 large T antigen 12%, K1F lysis inhibition -0.1%, RSV CPE inhibition -0.9% and NTR1 ag cell count 20 µM 55.
CCOC(=O)c1cc(-c2ccc(F)cc2)nc2c1c(=O)[nH]c(=O)n2Cc1ccccc1 was read as West Nile virus CPE 2.2%, MgcRacGAP inhibition 8%, Siah-1 displacement 13%, NTR1 ag -0.9, NS5 inhibitors -12%, SV40 large T antigen 12%, K1F lysis inhibition 0.4%, RSV CPE inhibition 2.1% and NTR1 ag cell count 20 µM 63.
`N#Cc1ccc(NC(=O)C2=COCCO2)cc1` gave MgcRacGAP inhibition 4%, NTR1 ag 0.7, NS5 inhibitors -2%, K1F lysis inhibition 0.3%[50 µM], RSV CPE inhibition 0.5% and NTR1 ag cell count 20 µM 67.
`CCN(CC)Cc1cc(CCNC(=O)c2ccc(Cl)cc2)ccc1O` gave AID2073 0%, West Nile virus CPE -1.0%, MgcRacGAP inhibition 6%, Siah-1 displacement 4%, NTR1 ag -0.6, NS5 inhibitors 14%, SV40 large T antigen 8%, K1F lysis inhibition 2.6%, RSV CPE inhibition -0.5% and NTR1 ag cell count 20 µM 61.
Screening Fc1ccc(N2CCN(Cc3cn[nH]c3-c3ccccc3)CC2)cc1 returned AID2073 -3%, West Nile virus CPE -0.3%, MgcRacGAP inhibition 3%, Siah-1 displacement 0%, NTR1 ag 0.9, NS5 inhibitors 3%, SV40 large T antigen 5%, K1F lysis inhibition -0.9% and NTR1 ag cell count 20 µM 43.
For COc1ccc(-c2noc(CCC(=O)N3CCN(c4ccccc4F)CC3)n2)cc1 the results were MgcRacGAP inhibition 3%, NTR1 ag -0.9, NS5 inhibitors -6%, K1F lysis inhibition -0.1%, NTR1 ag cell count 20 µM 54 and NS5 inhibitors pilot replicate 2.7.
O=C(CN(Cc1ccccc1Cl)C(=O)c1csnn1)NC1CCCC1 was read as AID2073 11%, West Nile virus CPE 0.4%, MgcRacGAP inhibition 3%, Siah-1 displacement 1%, NTR1 ag -3.3, NS5 inhibitors -9%, SV40 large T antigen 16%, K1F lysis inhibition 1.1%, RSV CPE inhibition 0.9% and NTR1 ag cell count 20 µM 43.
`O=C(CN(C(=O)CNS(=O)(=O)c1ccc(F)cc1)c1cccc(F)c1)NCC1CCCO1` (stereo unspecified) gave AID2073 -5%, West Nile virus CPE -0.3%, MgcRacGAP inhibition 8%, Siah-1 displacement 2%, NTR1 ag -0.2, NS5 inhibitors -4%, SV40 large T antigen 4%, K1F lysis inhibition 0.2%, RSV CPE inhibition 1.1% and NTR1 ag cell count 20 µM 55.

Overlap with the part before: three compounds; new compounds follow.
For COc1ccc(-c2noc(CCC(=O)N3CCN(c4ccccc4F)CC3)n2)cc1 the results were MgcRacGAP inhibition 3%, NTR1 ag -0.9, NS5 inhibitors -6%, K1F lysis inhibition -0.1%, NTR1 ag cell count 20 µM 54 and NS5 inhibitors pilot replicate 2.7.
O=C(CN(Cc1ccccc1Cl)C(=O)c1csnn1)NC1CCCC1 was read as AID2073 11%, West Nile virus CPE 0.4%, MgcRacGAP inhibition 3%, Siah-1 displacement 1%, NTR1 ag -3.3, NS5 inhibitors -9%, SV40 large T antigen 16%, K1F lysis inhibition 1.1%, RSV CPE inhibition 0.9% and NTR1 ag cell count 20 µM 43.
`O=C(CN(C(=O)CNS(=O)(=O)c1ccc(F)cc1)c1cccc(F)c1)NCC1CCCO1` (stereo unspecified) gave AID2073 -5%, West Nile virus CPE -0.3%, MgcRacGAP inhibition 8%, Siah-1 displacement 2%, NTR1 ag -0.2, NS5 inhibitors -4%, SV40 large T antigen 4%, K1F lysis inhibition 0.2%, RSV CPE inhibition 1.1% and NTR1 ag cell count 20 µM 55.
`Cc1cc(NC(=O)CCC(=O)N(Cc2ccco2)C(C(=O)NCC2CCCO2)c2ccncc2)no1` (stereo unspecified) gave AID2073 4%, West Nile virus CPE 0.2%, MgcRacGAP inhibition -3%, Siah-1 displacement 0%, NTR1 ag -1.0, NS5 inhibitors -3%, SV40 large T antigen 12%, K1F lysis inhibition 0.4%, RSV CPE inhibition 1.7% and NTR1 ag cell count 20 µM 49.
Screening COC(=O)c1ccc2c(c1)N(C)CCS2 returned AID2073 22%, West Nile virus CPE 0.3%, MgcRacGAP inhibition 9%, Siah-1 displacement -3%, NTR1 ag -2.0, NS5 inhibitors -6%, SV40 large T antigen 2%, K1F lysis inhibition 0.8%, RSV CPE inhibition 2.4% and NTR1 ag cell count 20 µM 46.
For CCOC(=O)N=Nc1c(O)n(CC(=O)OC)c2ccccc12 the results were AID2073 -4%, West Nile virus CPE -0.1%, MgcRacGAP inhibition 2%, Siah-1 displacement -4%, NTR1 ag -0.2, NS5 inhibitors -2%, SV40 large T antigen 15%, K1F lysis inhibition 0.3%, RSV CPE inhibition 0.8% and NTR1 ag cell count 20 µM 73.
`C=CCn1c(=N)c(C(=O)NCCCOC)cc2c(=O)n3cccc(C)c3nc21` gave AID2073 20%, West Nile virus CPE -0.2%, MgcRacGAP inhibition 19%, Siah-1 displacement 4%, NTR1 ag 1.5, NS5 inhibitors 7%, SV40 large T antigen 11%, K1F lysis inhibition -0.3%, RSV CPE inhibition 2.0% and NTR1 ag cell count 20 µM 31.
For CCOc1ccc(-c2cc(CCCC(=O)NCc3ccc(C)cc3)no2)cc1 the results were AID2073 2%, MgcRacGAP inhibition 3%, Siah-1 displacement 2%, NTR1 ag 4.1, NS5 inhibitors -1%, SV40 large T antigen 4%, K1F lysis inhibition 5.4%, RSV CPE inhibition 2.5% and NTR1 ag cell count 20 µM 68.
O=C(O)CCCn1cc(NC(=O)c2ccc(F)cc2)cn1 was read as AID2073 -6%, West Nile virus CPE 0.4%, MgcRacGAP inhibition -5%, Siah-1 displacement -5%, NTR1 ag -0.6, NS5 inhibitors 1%, SV40 large T antigen 11%, K1F lysis inhibition -0.4%, RSV CPE inhibition -0.4% and NTR1 ag cell count 20 µM 43.
Screening CC1=CC(C)(C)NC(=S)N1c1cccc(C)c1 returned AID2073 -2%, West Nile virus CPE -0.5%, MgcRacGAP inhibition 2%&9%, Siah-1 displacement 0%, NTR1 ag -1.2, NS5 inhibitors 1%&0%, SV40 large T antigen 4%, K1F lysis inhibition 3.6%, RSV CPE inhibition 0.2% and NTR1 ag cell count 20 µM 54.
`O=C(NC1CCCCC1)C(c1ccc2ncccc2c1)N(Cc1ccc(F)cc1)C(=O)c1ccc2c(c1)OCCO2` (stereo unspecified) gave AID2073 11%, MgcRacGAP inhibition 1%, Siah-1 displacement -2%, NTR1 ag 3.7, NS5 inhibitors 1%, SV40 large T antigen 4%, K1F lysis inhibition 0.2%, RSV CPE inhibition 0.6% and NTR1 ag cell count 20 µM 46.
`O=C(CN1CCCN(Cc2ccc(F)cc2Cl)C1=O)NC1CCCCCC1` gave AID2073 -4%, West Nile virus CPE -0.2%, MgcRacGAP inhibition 3%, Siah-1 displacement -2%, NTR1 ag 0.2, NS5 inhibitors 0%, SV40 large T antigen 1%, K1F lysis inhibition 1.3%, RSV CPE inhibition 1.4% and NTR1 ag cell count 20 µM 80.
Screening N#Cc1ccccc1NC(=O)Nc1ccccc1 returned AID2073 16%, West Nile virus CPE -0.1%, MgcRacGAP inhibition 1%, Siah-1 displacement 0%, NTR1 ag 0.1, NS5 inhibitors -1%, SV40 large T antigen 5%, K1F lysis inhibition 0.5%, RSV CPE inhibition 0.4% and NTR1 ag cell count 20 µM 74.
OC(CNC1CCCC1)COCCOc1ccc(Br)cc1 (stereo unspecified) was read as AID2073 7%, West Nile virus CPE -0.1%, MgcRacGAP inhibition 12%, Siah-1 displacement 4%, NTR1 ag -0.8, NS5 inhibitors -5%, SV40 large T antigen 3%, K1F lysis inhibition 0.2%, RSV CPE inhibition -3.1% and NTR1 ag cell count 20 µM 61.
Screening COc1ccc(Nc2nc(C)c3ccccc3n2)cc1 returned AID2073 -4%, West Nile virus CPE -1.2%, MgcRacGAP inhibition 1%, Siah-1 displacement 0%, NTR1 ag -1.9, NS5 inhibitors -4%, SV40 large T antigen 2%, K1F lysis inhibition 1.6%, RSV CPE inhibition 4.6% and NTR1 ag cell count 20 µM 44.
`Cn1c(=O)n(CC(N)=O)c2ccccc21` gave AID2073 3%, West Nile virus CPE 0.5%, MgcRacGAP inhibition 6%, Siah-1 displacement -2%, NTR1 ag -0.6, NS5 inhibitors -5%, SV40 large T antigen -1%, K1F lysis inhibition -0.3%, RSV CPE inhibition 1.5% and NTR1 ag cell count 20 µM 39.
`Cc1ccc(Cl)c(OCCCN(C)Cc2ccccc2)c1` gave AID2073 4%, West Nile virus CPE -0.6%, MgcRacGAP inhibition 165µM*, Siah-1 displacement 2%, NTR1 ag 2.9, NS5 inhibitors 3%, SV40 large T antigen 14%, K1F lysis inhibition 0.7%, RSV CPE inhibition -1.0% and NTR1 ag cell count 20 µM 62.
For CC(=O)C[C@@H](O)CC(=O)[C@H]1OC(=O)[C@H](C)C/C=C\Cc2ccccc21 the results were MgcRacGAP inhibition -4%, NTR1 ag -3.0, NS5 inhibitors 2%, K1F lysis inhibition 0.1%, NTR1 ag cell count 20 µM 67 and NS5 inhibitors pilot replicate 2.7.
